SENP7 block: SENP7 protease inhibitors, primary screen, biochemical, luminescence, uHTS; Sentrin-specific protease 7 (Homo sapiens), Q9BQF6; recombinant SENP7, Z-RLRGG-aminoluciferin luminescence, 40 min; inhibition, % at 5 µM; hit rate 1.5% among 330,000;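 active = inhibition above about 50% at the single test dose, limit read from the data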;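 also: plate controls were DMSO with enzyme for no effect and no enzyme buffer wells for full effect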
HKDC1 inh: HKDC1 hexokinase inhibitors, primary screen, biochemical, fluorescence, uHTS | Q2TB90 | recombinant HKDC1, G6PDH/diaphorase resazurin coupled fluorescence | inhibition, % at 20 µM | hit rate 0.16% among 340,000;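 active = inhibition above about 35% when tested at 20 µM, limit read from the data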;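 also: plate controls were DMSO wells with enzyme for no effect and DMSO wells lacking enzyme for full effect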
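Assay system: recombinant HKDC1 hexokinase; detection: coupled resazurin fluorescence, excitation 525 nm, emission 613 nm; benchmarks: DMSO-plus-enzyme-mix negative control, buffer-substituted positive control; compound dosing: single 20 µM dose; schedule: 90 min at room temperature in dark; also added: glucose plus 1 mM ATP as hexokinase substrates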
UBC13 polyUb: UBC13 polyubiquitin chain formation inhibitors, primary screen, biochemical, TR-FRET, uHTS. hit rate 0.47% among 330,000. inhibition, % at 20 µM. Ubiquitin-conjugating enzyme E2 N (Homo sapiens), P61088. AID 485273, 2010; in the data active = inhibition above about 45%, passing the limit was not always enough
Gli-Sufu antag: Gli-Sufu pathway antagonists, primary screen, luciferase luminescence, Sufu-KO-LIGHT cells, uHTS | Sufu-KO-LIGHT fibroblasts, Gli luciferase reporter luminescence | inhibition, % at 5 µM | hit rate 0.74% among 340,000 | AID 588413, 2011;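 active = inhibition above about 55%, limit read from the data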;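 also: 0% = DMSO-treated cells and 100% = wells with medium but no cells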
Jurkat NFkB inh: inhibitors of induced NF-kB luciferase reporter, primary screen, TCR NF-kB activation inhibitor project, cell-based, luminescence, uHTS; Jurkat, PMA/ionomycin-induced NF-kB luciferase reporter; hit rate 0.53% among 330,000; inhibition, % at 4 µM
697 NFkB inh: inhibitors of PMA/ionomycin-induced NF-kB reporter, 697 cells, primary screen, B-cell NF-kB inhibitor project, cell-based, luminescence, uHTS; inhibition, % at 4 µM; hit rate 0.33% among 330,000; 697 B-cell NF-kB luciferase reporter, 16 h; in the data active = inhibition above about 35%
SENP8 block: SENP8 protease inhibitors, primary screen, biochemical, luminescence; hit rate 1.2% among 330,000; inhibition, % at 10 µM; Sentrin-specific protease 8 (Homo sapiens), Q96LD8; purified SENP8, Z-RLRGG-aminoluciferin cleavage; AID 2540, 2010
Apaf1 inhib: inhibitors of human Apaf-1 apoptosome, primary screen, biochemical, DEVD-Rh110 fluorescence, uHTS; AID 489030, 2010; Apoptotic protease-activating factor 1 (Homo sapiens), O14727; inhibition, % at 20 µM; hit rate 0.71% among 330,000; reconstituted apoptosome caspase-3 activity; active = inhibition of at least 40% at 20 µM;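 also: plate controls were DMSO wells for no effect and DEVD-CHO caspase inhibitor wells for full effect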
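Material: reconstituted apoptosome with Apaf-1, cytochrome c, caspase-9, procaspase-3, dATP. Technique: Rh110 fluorescence intensity. Buffer or medium: pH 7.5 Hepes buffer with CHAPS, BSA, DTT. Times: 30 min plus 50 min, RT.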
An asterisk follows results filed as active. Rule as the data show it, unless noted: active = inhibition above about 50%; inactive = the rest.

[1] CCC(=O)c1c[nH]c(C(=O)N2CCOCC2)c1
[2] O=C(O)c1cccc(NC(=O)c2cn(-c3ccccc3)nc2-c2ccncc2)c1
[3] O=[N+]([O-])c1cccc(CN2CCC(Cc3ccccc3)CC2)c1
[4] CCN(CC(=O)Nc1ccc(NC(C)=O)cc1)C(=O)Cc1ccc(Cl)c(Cl)c1
[5] CCCNC(=O)c1nc(C)n(-c2cc(Cl)cc(Cl)c2)n1
[6] CCN1C(=O)N[C@H](c2ccccc2)C(C(C)=O)=C1C
[7] Cc1cccc(NC(=S)N(CCCN(C)C)Cc2cc3cc4c(cc3[nH]c2=O)OCO4)c1
[8] CCOC(=O)CSc1nnc(CSc2nc3ccccc3c(=O)[nH]2)n1-c1ccccc1

Assay by compound	1	2	3	4	5	6	7	8
SENP7 block	-2	6	-15	-2	-4	-6	-7	9
HKDC1 inh	-3	5	4	-4	-10	-3	-7	6
UBC13 polyUb	5	3	9	8	-3	0	11	-3
Gli-Sufu antag	-8	-8	-4	-13	-7	-8	40	-28
Jurkat NFkB inh	0	8	18	1	1	-11	2	-8
697 NFkB inh	-7	8	-12	14	10	16	3	-6
SENP8 block	0	-4	-12	-4	-1	2	-6	-9
Apaf1 inhib	-6	-9	-9	3	5	-11	0	-2

[9] O=c1ccccn1Cc1ccccc1F
[10] CCOc1ccccc1C(=O)Nc1cc(OC)ccc1OC
[11] Cc1cc(N2CCN(c3ccc(F)cc3)CC2)nc(-c2ccccc2)n1
[12] COc1ccc(NC(=O)C(=O)c2cn(CC(=O)N3CCCC3)c3ccccc23)cc1OC
[13] O=C(Nc1ccc(F)cc1)C(=O)c1cn(CC(=O)N2CCOCC2)c2ccccc12
[14] CC(Oc1ccccc1)C(=O)N(CCC1=CCCCC1)c1c(N)n(Cc2ccccc2)c(=O)[nH]c1=O (configuration not stated)
[15] COc1cccc(CN2CC(C(=O)N(C)CC3CCOCC3)CCC2=O)c1 (configuration not stated)
[16] CCn1ccc(C(=O)Nc2ccc(N(C)C(C)=O)cc2)n1

Assay by compound	9	10	11	12	13	14	15	16
SENP7 block	-3	-4	0	-10	8	11	-9	-2
HKDC1 inh	-3	-7	7	-2	-5	0	-2	-6
UBC13 polyUb	5	5	5	-13	-5	-19	-3	6
Gli-Sufu antag	5	10	5	3	-25	19	-3	8
Jurkat NFkB inh	-8	-9	-18	32	19	3	5	-13
697 NFkB inh	8	25	-10	6	-38	-17	13	-4
SENP8 block	6	3	-3	-14	-2	-12	-4	-6
Apaf1 inhib	-2	8	14	13	-1	13	7	-6

[17] C=CCn1c(C)cc(C(=O)COC(=O)COc2ccccc2C#N)c1C
[18] COc1ccc(CCCC(=O)N/N=C/c2ccccc2OC)cc1
[19] O=C(COC(=O)CNC(=O)c1ccccc1Cl)NC1CCCC1
[20] Cc1cc(/C=N/NC(=O)c2ccsc2)c(C)n1-c1cnccn1
[21] CC(C)n1cnc2c(Nc3cccc(Cl)c3)nc(N(CCO)CCCO)nc21
[22] CN(C)S(=O)(=O)c1ccc(Cl)c(NC(=O)COC(=O)CCC(=O)c2cccs2)c1
[23] CN(Cc1nc2ccccc2n1C)S(=O)(=O)c1ccc(F)cc1
[24] CCOC(=O)/C(C#N)=C/Nc1ccsc1C(C)=O

Assay by compound	17	18	19	20	21	22	23	24
SENP7 block	-4	3	5	-7	13	5	-4	5
HKDC1 inh	2	3	-6	-4	4	1	-1	-1
UBC13 polyUb	7	6	-1	-18	65*	3	-8	-5
Gli-Sufu antag	5	-6	7	-24	27	6	0	-2
Jurkat NFkB inh	3	-16	7	-36	-12	8	-14	-7
697 NFkB inh	-4	6	9	-25	-41	9	-15	10
SENP8 block	-8	-4	6	-15	-15	-5	4	-1
Apaf1 inhib	13	12	2	-11	7	-11	3	2

[25] Nc1c(C(=O)CSc2n[nH]c(-c3ccccc3Br)n2)c(=O)[nH]c(=O)n1C1CC1
[26] CC(=O)c1ccc(OCc2cc(C(=O)N3CCN4CCCC4C3)no2)cc1 (configuration not stated)
[27] COc1ccc(-n2c(=S)[nH]c3cc(C(=O)NCc4ccc(F)cc4)ccc3c2=O)c(OC)c1
[28] Cc1ccccc1NC(=O)Cc1nc(COC(=O)CNS(=O)(=O)c2cccc(Br)c2)cs1
[29] COc1ccccc1N(C(C)=O)C1SC(=O)N(c2ccccc2)C1=O (configuration not stated)
[30] CCNC(=O)N1C(CC(=O)OCC)C(=O)NC2CCCCC21 (configuration not stated)
[31] COC(=O)c1cc(S(=O)(=O)Nc2cccc(OC)c2)cn1C
[32] Cc1ccc(C)c(S(=O)(=O)N2CCN(C(=O)c3cnccn3)CC2)c1

Assay by compound	25	26	27	28	29	30	31	32
SENP7 block	1	2	4	7	-2	-5	-3	-5
HKDC1 inh	-6	4	9	1	-6	-7	-3	1
UBC13 polyUb	-4	-4	-2	-7	8	1	5	10
Gli-Sufu antag	5	-5	8	-3	6	7	5	6
Jurkat NFkB inh	7	10	-9	3	7	10	9	9
697 NFkB inh	18	-10	9	8	-1	11	-3	8
SENP8 block	7	0	-3	-6	-2	4	-3	0
Apaf1 inhib	-13	10	11	8	1	-7	0	-24

[33] COc1cc2c(cc1OC)[C@H](C)N(C(=O)COc1ccccc1)CC2
[34] CCOc1ccc(S(=O)(=O)N(CC(=O)N2CCC(C(N)=O)CC2)c2ccc(F)cc2)cc1
[35] O=C1Nc2cc(C(=O)NCC3CCCO3)ccc2S/C1=C/c1ccccc1F (configuration not stated)
[36] Cc1ccccc1OCC(=O)OCC(=O)NC1CC1
[37] Cc1cc(C)cc(Nc2cnn(C34CC5CC(CC(CC(=O)O)(C5)C3)C4)c(=O)c2Cl)c1
[38] Cc1cccc(C(=O)NNC(=O)C2CC2)c1
[39] COc1ccc(CCNC(=O)CSc2ccc(-c3ccncc3)nn2)cc1
[40] CC1(C)Oc2cc(N)c([N+](=O)[O-])cc2O1

Assay by compound	33	34	35	36	37	38	39	40
SENP7 block	5	-13	-8	2	-19	-6	-7	-3
HKDC1 inh	-4	-3	1	-1	-2	-2	-2	-3
UBC13 polyUb	7	-10	5	5	-15	5	7	-56
Gli-Sufu antag	-11	4	-16	3	2	-6	-1	-2
Jurkat NFkB inh	15	-16	11	-7	1	-8	12	-19
697 NFkB inh	-10	-18	4	10	5	-3	2	2
SENP8 block	-3	-7	15	-4	-3	-6	-1	-2
Apaf1 inhib	-1	0	18	-7	-8	-14	-24	-3

[41] CCCn1c(=O)c2[nH]cnc2n(-c2ccccc2C)c1=O
[42] COc1ccc(C(=O)N2CCN(C3CCCCC3)CC2)cc1OC
[43] Cc1ccccc1N/N=C/c1c(C)nc2ccccn12
[44] Cc1ccnc(NS(=O)(=O)c2cc([N+](=O)[O-])ccc2C)c1
[45] COc1cccc(/C=C2\SC(=O)N(CC(=O)NC3C=CS(=O)(=O)C3)C2=O)c1 (configuration not stated)
[46] COc1cccc(NC(=O)CN(C)C(=O)CCSc2ccc(C)cc2)c1
[47] O=c1nc(-c2ccccc2)cc(-c2ccccc2)[nH]1
[48] O=C(CSc1ncccn1)N/N=C/c1cccc(OC2CSC2)c1

Assay by compound	41	42	43	44	45	46	47	48
SENP7 block	1	3	1	2	14	-14	3	-3
HKDC1 inh	-5	-9	3	-11	-3	-2	-2	-7
UBC13 polyUb	6	-4	3	-3	-3	-4	12	4
Gli-Sufu antag	5	3	10	-4	0	-13	10	-2
Jurkat NFkB inh	-15	-16	-3	-6	-11	-3	11	11
697 NFkB inh	13	-9	8	36*	-62	2	20	-5
SENP8 block	3	7	1	-1	-7	-6	2	9
Apaf1 inhib	-21	-11	8	1	-5	32	-2	2

[49] COc1ccc(OC)c(C2NC(=S)NC(C)=C2C(=O)Nc2ccccn2)c1 (configuration not stated)
[50] O=C(Cn1nc(Cc2cccnc2)c2ccccc2c1=O)Nc1cccnc1Cl
[51] COc1ccccc1N1CCN(C(=O)c2cccc(N3C(=O)NC4CC3(C)Oc3ccccc34)c2)CC1 (configuration not stated)
[52] COc1ccc(C(=O)CSc2nnc(CC(=O)Nc3ccccc3OC)n2C)cc1
[53] CCc1[nH]nc2c1C(c1ccc(C)o1)C(C#N)=C(N)O2 (configuration not stated)

Assay by compound	49	50	51	52	53
SENP7 block	-7	-4	-1	15	-7
HKDC1 inh	-4	-9	-2	2	-3
UBC13 polyUb	4	1	2	-1	0
Gli-Sufu antag	1	-6	-3	-5	4
Jurkat NFkB inh	2	15	-7	11	14
697 NFkB inh	-3	13	4	7	16
SENP8 block	4	-1	-8	4	4
Apaf1 inhib	-12	-15	-2	-11	-8

Gathered by group: the entries above with an NH in an aromatic ring (9)
[1] CCC(=O)c1c[nH]c(C(=O)N2CCOCC2)c1
[7] Cc1cccc(NC(=S)N(CCCN(C)C)Cc2cc3cc4c(cc3[nH]c2=O)OCO4)c1
[8] CCOC(=O)CSc1nnc(CSc2nc3ccccc3c(=O)[nH]2)n1-c1ccccc1
[14] CC(Oc1ccccc1)C(=O)N(CCC1=CCCCC1)c1c(N)n(Cc2ccccc2)c(=O)[nH]c1=O (configuration not stated)
[25] Nc1c(C(=O)CSc2n[nH]c(-c3ccccc3Br)n2)c(=O)[nH]c(=O)n1C1CC1
[27] COc1ccc(-n2c(=S)[nH]c3cc(C(=O)NCc4ccc(F)cc4)ccc3c2=O)c(OC)c1
[41] CCCn1c(=O)c2[nH]cnc2n(-c2ccccc2C)c1=O
[47] O=c1nc(-c2ccccc2)cc(-c2ccccc2)[nH]1
[53] CCc1[nH]nc2c1C(c1ccc(C)o1)C(C#N)=C(N)O2 (configuration not stated)

Assay by compound	1	7	8	14	25	27	41	47	53
SENP7 block	-2	-7	9	11	1	4	1	3	-7
HKDC1 inh	-3	-7	6	0	-6	9	-5	-2	-3
UBC13 polyUb	5	11	-3	-19	-4	-2	6	12	0
Gli-Sufu antag	-8	40	-28	19	5	8	5	10	4
Jurkat NFkB inh	0	2	-8	3	7	-9	-15	11	14
697 NFkB inh	-7	3	-6	-17	18	9	13	20	16
SENP8 block	0	-6	-9	-12	7	-3	3	2	4
Apaf1 inhib	-6	0	-2	13	-13	11	-21	-2	-8

The order is random, and some 3.6% of all compounds hit somewhere here.
